Bioassay records from PubChem.
NOD1 NF-kB reporter – NOD1 signaling inhibitors, primary screen, cell-based, luminescence, uHTS (AID 1578); NOD1-driven NF-kB luciferase reporter cells, luminescence; higher % means a stronger effect; inhibition, % at 4 µM, or EC50 in µM where a hit was titrated; actives 1% (n = 290,000); in the data active = inhibition mostly above about 36%, no sharp cut-off; inactive = mostly below about 34%;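 also: HEK-293T reporter cells stimulated with the NOD1 agonist gamma-tri-DAP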
KOR beta-arrestin-1 – kappa opioid receptor activators – cell-based, luminescence, uHTS, primary screen (AID 1777) | activation, % at 10 µM, or EC50 in µM where a hit was titrated | KOR beta-arrestin recruitment, luminescence; higher % means a stronger effect | actives 0.02% (n = 280,000); in the data active = activation above about 50%, passing the limit was not always enough; also: a part of the inactive calls stands beside numbers as strong as those of hits
human PMI inhibition – MPI enzyme activity inhibition – biochemical, fluorescence intensity, coupled assay, primary screen (AID 1209); purified PMI enzyme, coupled fluorescence intensity; higher % means a stronger effect; inhibition, % at 20 µM, or IC50 in µM where a hit was titrated; actives 0.42% (n = 190,000);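 also: plate controls were DMSO vehicle for no effect and wells lacking substrate for full effect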
PMI inhibition – human PMI inhibitors, high substrate, primary screen, biochemical, fluorescence intensity, high mannose 6-phosphate (AID 1220); recombinant PMI enzyme, coupled fluorescence intensity; higher % means a stronger effect; inhibition, % at 20 µM, or IC50 in µM where a hit was titrated; actives 0.66% (n = 190,000)
LYP phosphatase – inhibitors of LYP phosphatase, biochemical, fluorescence intensity, uHTS (AID 1779). actives 0.054% (n = 290,000). recombinant LYP phosphatase, fluorescence intensity; higher % means a stronger effect. inhibition, % at 11.5 µM, or IC50 in µM where a hit was titrated;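 also: plate controls were vehicle with enzyme for no effect and no enzyme for full effect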
XIAP displacement – XIAP antagonists, biochemical, IAP family, fluorescence polarization (AID 1018) | actives 0.007% (n = 200,000) | XIAP BIR domain, fluorescence polarization peptide displacement; higher % means a stronger effect | displacement, % at 20 µM; hits with a dose series show IC50 in µM; in the data active = displacement above about 50%; also: a part of the inactive calls stands beside numbers as strong as those of hits
KOR beta-arrestin-2 – KOR antagonists, beta-arrestin recruitment, cell-based, luminescence, uHTS (AID 1778); KOR beta-arrestin recruitment, luminescence, antagonist mode; higher % means a stronger effect; inhibition, % at 10 µM, or IC50 in µM where a hit was titrated; actives 0.091% (n = 290,000); also: strong numbers were not always called active
HEK293 NOD2/NF-kB – inhibition of NOD2-driven NF-kB reporter – cell-based, luminescence, uHTS, HEK293 (AID 1566). actives 0.63% (n = 290,000). inhibition, % at 4 µM, or EC50 in µM where a hit was titrated. HEK293 NOD2/NF-kB luciferase reporter, luminescence; higher % means a stronger effect; also: many of its hits are not listed in these tables
TNAP activation fold – stimulation of alkaline phosphatase TNAP activity – biochemical, luminescent, no phosphate acceptor, uHTS, primary screen (AID 1001); purified TNAP, luminescent activation assay, no phosphate acceptor; higher activation fold means a stronger effect; activation fold at 20 µM; hits with a dose series show EC50 in µM; actives 0.03% (n = 200,000); in the data active = activation fold from about 3, or a potency from the dose series; inactive = the rest, 99 in 100 with activation fold below about 1.6; also: many of its hits are not listed in these tables
An asterisk follows results filed as active; x = not tested or not shown; & = joins results of further samples; [ ] = remark or other dose. Rule as the data show it, unless noted: active = inhibition above about 50%; inactive = the rest. Some of the compounds tested, so the mix of outcomes need not match the whole.

SMILES | KOR beta-arrestin-2 | LYP phosphatase | XIAP displacement | TNAP activation fold | HEK293 NOD2/NF-kB | NOD1 NF-kB reporter | PMI inhibition | human PMI inhibition | KOR beta-arrestin-1
COc1cc(NC(=O)CCn2c(=O)[nH]c3ccsc3c2=O)cc(OC)c1 | -16% | -8% | -3.7% | 0.9 | 5% | 16% | 15% | 4% | -2.4%
COc1ccc(-c2ccnc(SCC(=O)N3CCN(c4ccccc4)CC3)n2)cc1 | 15% | -6% | x | x | -5% | -6% | x | x | 3.6%
O=c1c(Cl)c(N2CCNCC2)cnn1C12CC3CC(CC(C3)C1)C2 | 2% | -4% | -4.6% | 1 | -1% | -12% | -4% | -10% | 2.5%
CC1CC(C)CN(S(=O)(=O)N2CCC(C(=O)NCCC3=CCCCC3)CC2)C1 (configuration not stated) | -47% | -6% | -10% | 1.1 | 1% | -10% | -11% | -11% | 2.3%
CC(C)(C)n1nc2c(c1NC(=O)Cc1ccc(Cl)cc1)CS(=O)(=O)C2 | 1% | -6% | x | x | 2% | -6% | x | x | 8.7%
CCC(C)NS(=O)(=O)c1ccc(S(=O)(=O)N(CC(=O)Nc2ccccc2)CC2CCCO2)cc1 (configuration not stated) | 3% | 0% | -1.6% | 1.1 | -7% | -7% | -2% | 4% | -4.2%
Cc1cc(C(=O)CN2C(=O)NC3(CCCCC3)C2=O)c(C)n1C | -3% | -3% | -6.2% | 1.1 | -2% | -49% | 5% | 2% | -1.3%
CC1C2C(c3ccccc3)N(C)C(=O)N(C)C2N(C)C(=O)N1C (configuration not stated) | 22% | -8% | 3.1% | 1.1 | 12% | -4% | -2% | -3% | 25%
CCOC(=O)c1[nH]c(C)c(CCC(=O)O)c1C | -57%&-37% | -2%&-9% | -1.4%&-21% | 1&1.1 | -3%&1% | 12%&7% | -12%&-2% | -6%&4% | 10%&3.8%
CCOC(=O)[C@@H]1[C@H]2COc3ccccc3[C@@H]2N2C(=O)N(c3cccc(C)c3)C(=O)[C@]12C | -2%[20 µM] | -13% | x | x | 8% | -24% | x | x | 2.2%
O=c1cc(NS(=O)(=O)c2ccccc2)nc(SCc2ccc(Cl)cc2)[nH]1 | 27% | -5% | -1.1% | 1 | -23% | -1% | 1% | 44% | -2.4%
COc1ccc(C2=NOC(C(=O)N3CCN(C(=O)c4ccco4)CC3)C2)cc1OC (configuration not stated) | -6% | 0% | x | x | 5% | -26% | x | x | 3.3%
COc1cccc(C2NC(=O)NC(C)=C2C(=O)OCC2CCCCC2)c1 (configuration not stated) | -30%[20 µM] | -8% | x | x | 9% | 12% | x | x | 0.4%
Cc1ccc(Cn2nnnc2CN2CCC(c3nc4ccc(Cl)cc4[nH]3)CC2)cc1 | 4% | 1% | -3.8% | 1.2 | 4% | -10% | 14% | 13% | -1.8%
O=C(O)CCC(=O)Nc1cccc(C(=O)Nc2cccc(Cl)c2)c1 | 0% | -6% | -2.8% | 1.1 | 10% | 3% | -1% | 6% | 2.4%

The list goes on, overlapping the part above by 6 compounds.
SMILES | KOR beta-arrestin-2 | LYP phosphatase | XIAP displacement | TNAP activation fold | HEK293 NOD2/NF-kB | NOD1 NF-kB reporter | PMI inhibition | human PMI inhibition | KOR beta-arrestin-1
CCOC(=O)[C@@H]1[C@H]2COc3ccccc3[C@@H]2N2C(=O)N(c3cccc(C)c3)C(=O)[C@]12C | -2%[20 µM] | -13% | x | x | 8% | -24% | x | x | 2.2%
O=c1cc(NS(=O)(=O)c2ccccc2)nc(SCc2ccc(Cl)cc2)[nH]1 | 27% | -5% | -1.1% | 1 | -23% | -1% | 1% | 44% | -2.4%
COc1ccc(C2=NOC(C(=O)N3CCN(C(=O)c4ccco4)CC3)C2)cc1OC (configuration not stated) | -6% | 0% | x | x | 5% | -26% | x | x | 3.3%
COc1cccc(C2NC(=O)NC(C)=C2C(=O)OCC2CCCCC2)c1 (configuration not stated) | -30%[20 µM] | -8% | x | x | 9% | 12% | x | x | 0.4%
Cc1ccc(Cn2nnnc2CN2CCC(c3nc4ccc(Cl)cc4[nH]3)CC2)cc1 | 4% | 1% | -3.8% | 1.2 | 4% | -10% | 14% | 13% | -1.8%
O=C(O)CCC(=O)Nc1cccc(C(=O)Nc2cccc(Cl)c2)c1 | 0% | -6% | -2.8% | 1.1 | 10% | 3% | -1% | 6% | 2.4%
CN(CC(=O)Nc1ccccc1Cl)CC(=O)Nc1ccccc1[N+](=O)[O-] | -1% | -2% | -6.8% | 2.4 | 7% | -29% | 4% | 4% | -4.2%
NS(=O)(=O)c1ccc(CNC(=O)CCSCCC(=O)NCc2ccc(S(N)(=O)=O)cc2)cc1 | -23%[20 µM] | -9% | -9.1% | 0.8 | -1% | 4% | -2% | -11% | x
O=C(Nc1c2c(nn1-c1ccc([N+](=O)[O-])cc1)CS(=O)(=O)C2)c1cccs1 | -11% | -14% | x | x | 9% | -2% | x | x | -4.3%
CCN(CC)c1ccc(NC(=O)c2cccc(F)c2)c(C)c1 | 8% | -3% | -1.6% | 1.1 | -10% | -3% | 8% | 8% | 2.2%
O=C(O)CSc1nnc(-c2cccc(S(=O)(=O)N3CCOCC3)c2)n1-c1cccc(Cl)c1 | -13% | 1% | x | x | -4% | -10% | x | x | 2.6%
C=CCn1cnc2c(c1=O)c1nc3ccccc3nc1n2/N=C/c1cccc(OC)c1 | -109% | -4% | 23% | 1 | -8% | 16% | -13% | -9% | 3.2%
CCN(CC)C(=O)CSc1nc2cc3c(cc2c(=O)n1Cc1ccc(OC)cc1)OCO3 | 15% | -1% | -1.1% | 1.1 | 0% | -4% | -5% | -1% | -5.4%
O=C(CSCc1cccs1)N1CCCC1 | -17% | 2% | 2.9% | 1.2 | -27% | -36% | 6% | 6% | -0.1%
O=C(Nc1nc(-c2ccc(F)cc2)cs1)c1cccc(N2C(=O)CCC2=O)c1 | -32% | -13% | x | x | 27% | 7% | x | x | 0.4%
CC(=O)c1cnc2c(-c3ccc(Cl)cc3)c(C)nn2c1C | 18% | -6% | -6.6% | 1 | 2% | -20% | -2% | -1% | 11%
CCOC(=O)c1ccc(N2C(=O)c3cccc4c(C(=O)O)ccc(c34)C2=O)cc1 | -26%[20 µM] | -5% | x | x | 9% | -4% | x | x | 0.9%
COc1cc(OC)c(NC(=S)NCc2ccccc2)cc1Cl | 5% | -1% | -6.6% | 0.9 | 14% | -13% | 10% | 8% | -1.8%
O=C(COC(=O)c1cccnc1Cl)NCCC1=CCCCC1 | 2% | -6% | -4.4% | 1.1 | -2% | -31% | 9% | 9% | -1.6%
CC1(c2ccccc2)CC2CC(c3ccccc3)N1O2 (configuration not stated) | -9% | -12% | -5.6% | 1.1 | 7% | 9% | -8% | -2% | -5.6%
O=C(Nc1ccccc1C(=O)O)c1ccc(NC(=O)C2CCCCC2)cc1 | -22% | -9% | x | x | 19% | -13% | x | x | 1.2%
O=C(CC1C(=O)N(Cc2ccccc2)C(=S)N1CCN1CCOCC1)Nc1ccc(F)cc1 (configuration not stated) | -73%[20 µM] | 75%* | -4.3% | 1.1 | -21% | -30% | 3% | 1% | -3.4%
O=C(O)c1ccc(N2CCOCC2)c(N2C(=O)C3C4C=CC(C4)C3C2=O)c1 (configuration not stated) | 3%[20 µM] | -12% | -6.5% | 1.1 | 14% | -32% | 2% | 2% | -4.2%
Cc1ccc(-n2nnnc2SCC(=O)NC(C(=O)O)(c2ccccc2)c2ccccc2)cc1C | -12% | 3% | -4.4% | 1.1 | 14% | -10% | -13% | -27% | 0.2%
O=C1CN(C(=O)COc2ccccc2F)c2ccccc2N1 | -34% | -6% | -1.7% | 1.1 | -3% | -25% | -14% | -16% | 5.6%
CC(Oc1ccc(F)cc1)C(=O)NN (configuration not stated) | -10% | -7% | -4.3% | 1 | 12% | -8% | 4% | -1% | 0.0%
CN(C)c1ccc(C(CNC(=O)c2ccc(C#N)cc2)c2c[nH]c3ccccc23)cc1 (configuration not stated) | 25% | -1% | -1.4% | 1.1 | 3% | -11% | 15% | 17% | 0.1%
C=CCn1c2ccccc2c2nnc(SCC(=O)O)nc21 | -13%[20 µM] | -3% | x | x | -1% | -18% | x | x | 0.3%
O=C(CCc1ccccc1)NNC(=O)COc1ccc(Cl)cc1 | -10% | -9% | x | x | -9% | -18% | x | x | 0.9%
Cc1cccnc1Nc1nc(-c2ccc(O)c(O)c2)cs1 | -5% | 1% | -1.6% | 0.9 | -103% | -52% | 47% | 52%* | 1.7%
CC(=O)Nc1ccc(OS(=O)(=O)c2ccc(Cl)cc2)cc1 | -2% | -6% | x | x | 12% | -9% | x | x | -4.5%
CC1CCN(C(=O)C2CCN(S(=O)(=O)c3cccnc3)CC2)CC1 | 10% | -9% | -1.5% | 1.2 | 4% | -5% | -2% | 4% | -10%
CC(=O)NC(c1ccccc1)c1c(O)ccc2ccccc12 (configuration not stated) | -27%[20 µM] | -7% | -2.3% | 1.1 | 9% | -11% | x | x | x
CCOc1ccc(C2c3[nH]c4ccccc4c3C[C@H]3C(=O)N(C4CCN(Cc5ccccc5)CC4)CC(=O)N23)cc1OC (some centres not stated) | -39% | 0% | x | x | 9% | -4% | x | x | 6.9%
O=C(NCc1ccc2c(c1)OCO2)c1cccc(F)c1 | 17% | -6% | -4.5% | 1.1 | 2% | 1% | 2% | -1% | 18%
COc1ccc(-c2csc(N(CCc3ccc(OC)c(OC)c3)C(=O)COc3ccccc3)n2)cc1 | -17% | 3% | -3.3% | 1.1 | 10% | 13% | 10% | 16% | -4.9%
CC(C)C(c1nnnn1Cc1ccco1)N1CCC(C(N)=O)CC1 (configuration not stated) | -17% | -4% | -1.0% | 1.1 | 14% | -29% | -6% | -17% | -5.3%
CC(Oc1ccc(C(C)(C)C)cc1)c1ccnc2nc(/N=C/N(C)C)nn12 (configuration not stated) | 28% | -2% | -1.3% | 1.1 | 14% | 9% | 3% | 2% | -1.0%
Cc1onc(-c2ccccc2Cl)c1C(=O)NCc1ccc(F)cc1 | 8% | -6% | x | x | 4% | -3% | x | x | 10%
CCCCc1nnc(NC(=O)CS(=O)(=O)Cc2ccccc2)s1 | -10% | -6% | -3.2% | 1.1 | 10% | 8% | -1% | 11% | -1.6%
CCN1C(=O)CC(NCc2ccc(S(N)(=O)=O)cc2)C1=O (configuration not stated) | 16% | -8% | x | x | 12% | -6% | x | x | 3.2%
COc1ccccc1NC(=O)C1CCCN(c2ncnc3c2nc2n3CCCCC2)C1 (configuration not stated) | -27% | 1% | x | x | 10% | -20% | x | x | -2.9%
Clc1ccccc1Sc1ccc(-c2ccccn2)s1 | 12% | 0% | x | x | -12% | -19% | x | x | -1.5%
COc1ccc(NC(=O)c2nnn(Cc3ccc(SC)cc3)c2N)c(OC)c1 | 18% | -6% | -0.5% | 1.1 | 5% | -6% | 4% | -1% | -10%
Cc1ccc(C(=O)/C=C2\NCCNC2=O)cc1 | -34% | -6% | -1.0% | 1 | -46% | -21% | -3% | -3% | -4.7%
COC(=O)C(C(=O)OC)=C(/C=C/N(C)C)N(C)C | 51% | 6% | 0.2% | 1.1 | 8% | -12% | 4% | 9% | 1.1%
CC(C)CC(=O)Nc1nnc(S(=O)(=O)N(C)c2ccc(Cl)cc2)s1 | -28% | -4% | x | x | 6% | -13% | x | x | 4.8%
O=C(c1cc(S(=O)(=O)N2CCCCC2)ccc1F)N1CCCCC1 | 18% | -6% | -0.6% | 1.1 | 16% | -9% | 0% | 3% | -3.4%
CN(C)CCN(C(=O)c1ccc2c(c1)OCCO2)c1nc2c(Cl)cccc2s1 | -21% | -6% | x | x | 11% | 32% | x | x | 24%
